# Screening data as filed in PubChem.
# Bim-Bcl-XL – disrupts Bim peptide binding to human Bcl-XL | bead flow cytometry, fluorescence | Q07817 | AID 1007 | hit rate 0.04% among 190,000 | inhibition, % at 10 µM
# Target sequence (Q07817 whole entry, looked up): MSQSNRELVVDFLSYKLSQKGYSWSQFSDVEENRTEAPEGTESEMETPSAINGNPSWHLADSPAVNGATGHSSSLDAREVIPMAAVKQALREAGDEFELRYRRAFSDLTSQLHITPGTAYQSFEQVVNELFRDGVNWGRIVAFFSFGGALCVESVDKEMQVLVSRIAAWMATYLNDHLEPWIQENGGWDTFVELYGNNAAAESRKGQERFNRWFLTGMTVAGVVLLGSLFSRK
# Bim-Bcl-2 – disrupts Bim peptide binding to human Bcl-2; P10415; hit rate 0.06% among 190,000; inhibition, % at 10 µM; Bead-based flow cytometry, Bim peptide-Bcl-2 binding; in the data active means inhibition above about 40%; inconclusive means no clear call, values can overlap the other calls;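 further: 0% = no compound wells with probe peptide and 100% = reference peptide inhibitor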
# Target sequence (P10415 whole entry, looked up): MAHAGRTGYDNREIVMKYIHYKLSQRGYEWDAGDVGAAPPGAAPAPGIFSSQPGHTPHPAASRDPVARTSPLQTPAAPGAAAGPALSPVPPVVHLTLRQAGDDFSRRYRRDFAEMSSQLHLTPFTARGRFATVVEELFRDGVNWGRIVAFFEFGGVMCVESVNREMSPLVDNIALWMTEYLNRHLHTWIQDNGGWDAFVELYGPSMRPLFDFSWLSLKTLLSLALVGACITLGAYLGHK
# Bim-Bcl-B – inhibitors of Bim-Bcl-B interaction, human. hit rate 0.073% among 190,000. bead-based flow cytometry, Bim peptide-Bcl-B binding. AID 951. inhibition, % at 10 µM;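 further: 0% = tracer peptide without compound and 100% = reference inhibitor peptide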
# Target sequence (Q9HD36 whole entry, looked up): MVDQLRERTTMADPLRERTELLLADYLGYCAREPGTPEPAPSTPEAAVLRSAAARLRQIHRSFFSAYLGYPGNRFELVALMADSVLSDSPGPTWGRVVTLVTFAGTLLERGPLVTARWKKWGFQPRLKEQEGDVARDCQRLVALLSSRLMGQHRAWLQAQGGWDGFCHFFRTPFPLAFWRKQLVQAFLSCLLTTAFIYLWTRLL
# Rac1 wt GTP bind – human Rac1 wildtype GTP binding, inhibitors and activators. GST-Rac1 beads, fluorescent GTP binding, flow cytometry; actives lie on both sides; 0 = cold GTP competed, 100 = untreated. hit rate 0.27% among 190,000. GTP binding activity (% of control), % at 10 µM. P63000;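 active means GTP binding activity at least 20 points away from the 100% control level, either lower or higher; inconclusive means compound flagged as likely green fluorescent, judged across all proteins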
# Cdc42 wt – human Cdc42 wildtype GTP binding change, either direction. P60953. GST-Cdc42 beads, Bodipy-GTP binding, flow cytometry; actives lie on both sides. percent activity (GTP binding), % at 10 µM. hit rate 0.2% among 190,000. AID 761;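 active means percent activity GTP binding at least 20 points away from the 100% baseline, either down as inhibitor or up as activator; inconclusive means compound flagged as likely green fluorescent from well-wide comparison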;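 further: median bead fluorescence of bound Bodipy-FL-GTP at 100 nM; 0% = excess unlabeled GTP control and 100% = no compound control; below 100% means less GTP binding so inhibitor and above means activator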
# Rab7 wt modul – dog Rab7 wildtype GTP binding, inhibitors and activators; GTP binding activity (percent of control), % at 10 µM; GST-Rab7 beads, fluorescent GTP binding, flow cytometry; actives lie on both sides; untreated = 100%, excess cold GTP = 0%; hit rate 0.055% among 190,000;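 active means fluorescent GTP binding to Rab7 beads changed by at least 20 points from the 100% baseline, either direction, mostly lower; inconclusive means compound itself probably fluorescent, or too few beads counted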;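 further: median green fluorescence of bound Bodipy-FL-GTP per Rab7 bead population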
# Rac1 act GTP bind – alters GTP binding to activated mutant human Rac1; P63000; GST-Rac1 activated beads, fluorescent GTP binding, flow cytometry; actives lie on both sides; 100% means binding = to untreated wells; percent activity (GTP binding), % at 10 µM; hit rate 0.11% among 190,000; AID 764;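 active means GTP binding at least 20 percentage points away from the 100% baseline, in either direction, so actives lie on both sides; inconclusive means Compound likely fluorescent itself, or too few beads counted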
# Bim-Bcl-W – disrupts Bim peptide binding to human Bcl-W | inhibition, % at 10 µM | Q92843 | hit rate 0.02% among 190,000 | bead-based flow cytometry;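 further: 0% = bound tracer without compound and 100% = peptide blocker; higher means less fluorescent Bim peptide bound to Bcl-W beads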
# Target sequence (Q92843 whole entry, looked up): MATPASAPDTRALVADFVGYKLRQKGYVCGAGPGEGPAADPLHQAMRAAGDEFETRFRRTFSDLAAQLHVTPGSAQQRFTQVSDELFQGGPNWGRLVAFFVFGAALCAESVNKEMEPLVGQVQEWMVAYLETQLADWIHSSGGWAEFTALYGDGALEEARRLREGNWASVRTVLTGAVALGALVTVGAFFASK
# Rab2 wt GTP – changes GTP binding to wildtype dog Rab2A, up or down. GST-Rab2 wt beads, Bodipy-GTP binding, flow cytometry. P61105. hit rate 0.19% among 190,000. GTP binding activity, % at 10 µM. AID 760;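 active means GTP binding activity at least 20 points away from 100%, either lowered or raised; inconclusive means signal likely due to the compound's own green fluorescence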;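 further: 0% = beads with excess unlabeled GTP and 100% = no-compound control corrected for plate trend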
# Bfl-1 Bim block – human Bim-Bfl-1 interaction inhibition; Bead-based flow cytometry, Bim-Bfl-1 binding inhibition; inhibition, % at 10 µM; hit rate 0.12% among 190,000;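 further: 0% = wells without compound plus tracer and 100% = blocker peptide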
# HRas wt GTP bind – modulators of GTP binding to human HRas wildtype; hit rate 0.14% among 190,000; AID 759; P01112; GST-Ras wt beads, Bodipy-FL-GTP binding, flow cytometry; actives lie on both sides; GTP binding activity, % at 10 µM;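 active means GTP binding activity at least 20% away from the 100% baseline, either lowered as inhibitor or raised as activator; inconclusive means flagged as likely green fluorescent, judged across all proteins in the well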;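 further: 0% = unlabeled GTP competition control and 100% = no-compound control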
# Target sequence (P01112 whole entry, looked up): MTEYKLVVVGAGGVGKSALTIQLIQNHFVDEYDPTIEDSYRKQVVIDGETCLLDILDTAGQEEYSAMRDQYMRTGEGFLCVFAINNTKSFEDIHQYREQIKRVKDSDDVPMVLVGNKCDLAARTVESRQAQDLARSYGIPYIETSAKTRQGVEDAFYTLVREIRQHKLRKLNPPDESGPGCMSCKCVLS
# * hit, by the source's call; ? = inconclusive. Unless noted, no stated cut-off is given here; in the data, active means inhibition above about 40%.
1) C/C(=N\NC(=O)c1ccn(C)n1)c1cccc(NC(=O)c2ccc(C)s2)c1
2) O=C(O)CCc1ccc(-c2ccc(Cl)cc2)o1
3) CCOC(=O)C1C(=O)NC(c2ccccc2)=NC1c1ccc(Cl)cc1 (stereo not given)
4) Nc1cc(Cl)ccc1Oc1ccc(Cl)cc1
5) Cc1ccc(-n2[nH]c(C)c(C=Nc3ccc(S(=O)(=O)Nc4nccs4)cc3)c2=O)cc1C
6) CC(C)N(C(=O)CSc1ncnc2sc(-c3ccccc3)cc12)C(C)C

Compound,1,2,3,4,5,6
Bim-Bcl-XL,-9,-9,1,-4,-3,-3
Bim-Bcl-2,-3,-3,-10,-7,-3,-1
Bim-Bcl-B,-8,-7,-9,0,1,-6
Rac1 wt GTP bind,103,106,96,96,?,100
Cdc42 wt,100,100,97,98,?,99
Rab7 wt modul,100,102,99,96,?,96
Rac1 act GTP bind,97,97,96,95,?,98
Bim-Bcl-W,-10,3,0,-4,-6,-1
Rab2 wt GTP,98,98,97,97,?,98
Bfl-1 Bim block,-5,-6,-17,-3,-2,-12
HRas wt GTP bind,99,102,98,97,?,100

# Values by screen from the list.
# Rab2 wt GTP for entries 1–6, in order: 98, 98, 97, 97, ?, 98
# Bim-Bcl-B for entries 1–6, in order: -8, -7, -9, 0, 1, -6
# Bfl-1 Bim block for entries 1–6, in order: -5, -6, -17, -3, -2, -12

# (more compounds)
7) COc1ccc(-c2csc(-c3[nH]cnc3N)n2)cc1
8) O=C(CCc1ccc(S(=O)(=O)N2CCOCC2)cc1)N/N=C/c1ccc(F)cc1F
9) CC(C)C(NC(N)=O)C(=O)NC1CCCCC1 (stereo not given)
10) CCn1c(SCC(=O)Nc2cc(C)on2)nc2sc3c(c2c1=O)CCCC3
11) CC1CCCN(c2ccc(F)cc2N)C1 (stereo not given)
12) CCN(CC)C(=O)N1CCC(NC(=O)c2ccc(C(C)(C)C)cc2)CC1

Compound,7,8,9,10,11,12
Bim-Bcl-XL,1,1,0,-3,-1,-3
Bim-Bcl-2,-3,0,-1,5,-4,-6
Bim-Bcl-B,-4,-1,-2,-4,0,-6
Rac1 wt GTP bind,100,97,103,102,98,102
Cdc42 wt,96,97,100,104,99,101
Rab7 wt modul,104,92,107,97,103,99
Rac1 act GTP bind,96,96,98,101,96,100
Bim-Bcl-W,-3,0,0,-1,-1,0
Rab2 wt GTP,104,96,99,100,100,101
Bfl-1 Bim block,-4,-1,-5,1,-7,-9
HRas wt GTP bind,94,93,99,103,95,101

13) CC(NC(=O)c1ccc(Cl)cc1)C(=O)NC1=NCCS1 (stereo not given)
14) Cn1cc(Br)c(C(=O)NC2CCCCC2)n1
15) CCOC(=O)c1c(C)oc2c1c(C(c1ccncc1)N1CCOCC1)c(O)c1ccccc12 (stereo not given)
16) CC1SC(C)C(=O)N(CC(=O)NC2CCCCC2)C1=O (stereo not given)
17) C=CCNC(=O)/C(C#N)=C/c1ccc2c(c1)OCCO2
18) COC(=O)[C@@]1(Cc2ccc(OC)cc2)[C@@H]2C(=CC(=O)[C@H]2CC(=O)C(=O)N2CCCC2)CN1C(=O)c1ccccc1

Compound,13,14,15,16,17,18
Bim-Bcl-XL,-5,-3,-11,-5,3,-3
Bim-Bcl-2,-8,-4,-8,-3,1,1
Bim-Bcl-B,-8,-5,-6,-3,1,-7
Rac1 wt GTP bind,96,100,94,95,95,103
Cdc42 wt,97,101,91,95,89,102
Rab7 wt modul,95,94,97,103,92,105
Rac1 act GTP bind,92,97,94,93,90,99
Bim-Bcl-W,-1,-3,0,-8,0,-2
Rab2 wt GTP,94,95,97,97,93,101
Bfl-1 Bim block,-17,-3,-6,-3,5,-1
HRas wt GTP bind,98,98,96,94,91,103

19) CCc1sc(C(=O)NCc2cc(C)n(C)n2)cc1Br
20) O=C(O)c1cccnc1
21) NC(=O)c1ncc(C(F)(F)F)cc1Oc1cccc(C(F)(F)F)c1
22) CSc1nsc(SC)c1C(=O)NCCNS(=O)(=O)c1ccc(C)cc1
23) CC(=O)NS(=O)(=O)c1ccc(NC(=O)CSc2ccc(C)cc2)cc1
24) COCCCn1c(SCC(=O)Nc2cccc(C)n2)nnc1-c1ccco1

Compound,19,20,21,22,23,24
Bim-Bcl-XL,1,-3,-3,-8,0,2
Bim-Bcl-2,-1,2,-4,-11,-2,-1
Bim-Bcl-B,-3,-2,-5,-24,-3,0
Rac1 wt GTP bind,95,105,101,93,91,97
Cdc42 wt,96,101,98,97,92,101
Rab7 wt modul,99,96,103,97,96,100
Rac1 act GTP bind,96,100,97,92,93,98
Bim-Bcl-W,1,-1,2,-5,2,0
Rab2 wt GTP,99,99,99,96,93,100
Bfl-1 Bim block,0,0,-7,-4,0,-3
HRas wt GTP bind,98,100,100,99,94,100

# Single records (already shown).
# NC(=O)c1ncc(C(F)(F)F)cc1Oc1cccc(C(F)(F)F)c1 as listed: Bim-Bcl-XL = -3; Bim-Bcl-2 = -4; Bim-Bcl-B = -5; Rac1 wt GTP bind = 101; Cdc42 wt = 98; Rab7 wt modul = 103; Rac1 act GTP bind = 97; Bim-Bcl-W = 2; Rab2 wt GTP = 99; Bfl-1 Bim block = -7; HRas wt GTP bind = 100
# CCc1sc(C(=O)NCc2cc(C)n(C)n2)cc1Br as listed: Bim-Bcl-XL = 1; Bim-Bcl-2 = -1; Bim-Bcl-B = -3; Rac1 wt GTP bind = 95; Cdc42 wt = 96; Rab7 wt modul = 99; Rac1 act GTP bind = 96; Bim-Bcl-W = 1; Rab2 wt GTP = 99; Bfl-1 Bim block = 0; HRas wt GTP bind = 98

# More structures.
25) COC(=O)C1=NN(C(=O)c2ccc(C)cc2)C(O)(c2ccc(Cl)cc2)C1 (stereo not given)
26) CCN(CC)S(=O)(=O)c1ccc2[nH]cc(C(=O)NCCc3ccccc3)c(=O)c2c1
27) Cn1c2c(c(=O)n(C)c1=O)CN(Cc1ccc3c(c1)OCO3)CN2
28) COc1ccccc1/C=C/C(=O)Nc1ccc2c(c1)CCC2
29) O=C1CCC2CCCCC2(O)O1 (stereo not given)
30) CC(Sc1nc(-c2ccccc2)cs1)C(=O)Nc1ccc(Cl)cn1 (stereo not given)

Compound,25,26,27,28,29,30
Bim-Bcl-XL,-2,-10,2,-11,2,-11
Bim-Bcl-2,0,-4,-2,-8,-3,-6
Bim-Bcl-B,-4,-3,-5,-11,0,-12
Rac1 wt GTP bind,100,93,97,101,102,100
Cdc42 wt,102,93,98,98,102,102
Rab7 wt modul,99,95,94,99,100,99
Rac1 act GTP bind,98,95,96,100,97,101
Bim-Bcl-W,-2,0,-5,-9,0,-5
Rab2 wt GTP,102,95,98,100,99,100
Bfl-1 Bim block,0,-9,-4,-17,-4,-11
HRas wt GTP bind,102,94,98,99,98,100

31) Clc1ccc(-n2nnc(-c3cccnc3Cl)n2)cn1
32) CC1=CC2=NC(=O)CC(C)(C(=O)N(CC(=O)NC(C)C)C3CCCC3)N2C=C1 (stereo not given)
33) CCOC(=O)CC(=O)CSc1nc2ccc(C)cc2cc1C#N
34) C=CCN(CC=C)S(=O)(=O)c1ccc2nc(NC(=O)C3CCCO3)sc2c1 (stereo not given)
35) O=C1c2ccccc2S(=O)(=O)c2cc(C(=O)N(c3ccccn3)c3ccccn3)ccc21
36) COc1ccc(-c2nc(C#N)c(NCc3ccco3)o2)cc1

Compound,31,32,33,34,35,36
Bim-Bcl-XL,3,-2,5,-4,-6,-2
Bim-Bcl-2,0,-1,-7,-2,-5,-1
Bim-Bcl-B,-10,-1,-8,-4,-7,-4
Rac1 wt GTP bind,98,99,94,107,101,95
Cdc42 wt,98,99,96,104,104,100
Rab7 wt modul,97,104,91,98,99,92
Rac1 act GTP bind,96,98,94,102,99,94
Bim-Bcl-W,3,0,0,-3,-5,1
Rab2 wt GTP,96,99,93,100,102,93
Bfl-1 Bim block,0,-4,-3,-1,-4,-3
HRas wt GTP bind,95,101,93,100,99,99

37) CCOC(=O)Cn1c(=O)cc(C)c2ccccc21
38) CCCCOC(=O)CSc1nnc(-c2ccc(Cl)cc2Cl)o1
39) Cc1cc(-c2n[nH]c(=S)n2Cc2ccccc2)cs1
40) CCOC(=O)NC(Nc1sc2c(c1C(N)=O)CCCC2)(C(=O)OCC)C(F)(F)F (stereo not given)
41) O=C(NCc1ccc(F)cc1)C1CC(=O)N(CCc2ccccc2)C1 (stereo not given)
42) O=C(NNC(=O)C1CC1c1ccccc1)c1cccc([N+](=O)[O-])c1 (stereo not given)

Compound,37,38,39,40,41,42
Bim-Bcl-XL,0,-1,-1,-1,0,-6
Bim-Bcl-2,-1,0,1,0,-2,-8
Bim-Bcl-B,-1,-2,-8,-8,-2,-10
Rac1 wt GTP bind,99,93,102,103,94,105
Cdc42 wt,103,93,96,101,96,102
Rab7 wt modul,97,91,99,103,99,100
Rac1 act GTP bind,101,92,99,99,96,101
Bim-Bcl-W,-1,0,0,5,-3,-3
Rab2 wt GTP,101,89,99,101,96,100
Bfl-1 Bim block,-3,-2,3,11,-2,-13
HRas wt GTP bind,93,92,100,101,97,102

43) COc1ccccc1OCC(O)Cn1nc(C)cc1C (stereo not given)
44) O=C(CSc1ccsc1[N+](=O)[O-])N1CCN(c2ccc(Cl)cc2)CC1
45) Cc1cccc(OCc2nnc(SCC(=O)Nc3cccc(C(=O)N4CCOCC4)c3)o2)c1C
46) CCCCC(=O)Nc1cc(N(C)C)nc2ccccc12

Compound,43,44,45,46
Bim-Bcl-XL,-3,-9,-1,0
Bim-Bcl-2,-4,-3,-3,-6
Bim-Bcl-B,-2,-10,-4,-4
Rac1 wt GTP bind,102,107,101,?
Cdc42 wt,103,104,102,?
Rab7 wt modul,98,100,99,?
Rac1 act GTP bind,99,101,102,?
Bim-Bcl-W,-2,-6,-3,0
Rab2 wt GTP,100,101,97,?
Bfl-1 Bim block,-4,0,-2,-8
HRas wt GTP bind,102,100,101,?

# Individual results from the list.
# Result of O=C(CSc1ccsc1[N+](=O)[O-])N1CCN(c2ccc(Cl)cc2)CC1 in Rab2 wt GTP: 101
# Result of Cc1cccc(OCc2nnc(SCC(=O)Nc3cccc(C(=O)N4CCOCC4)c3)o2)c1C in HRas wt GTP bind: 101
# Result of COc1ccccc1OCC(O)Cn1nc(C)cc1C (stereo not given) in Bim-Bcl-XL: -3

# By substructure: the compounds so far containing an NH in an aromatic ring (4)
5) Cc1ccc(-n2[nH]c(C)c(C=Nc3ccc(S(=O)(=O)Nc4nccs4)cc3)c2=O)cc1C
7) COc1ccc(-c2csc(-c3[nH]cnc3N)n2)cc1
26) CCN(CC)S(=O)(=O)c1ccc2[nH]cc(C(=O)NCCc3ccccc3)c(=O)c2c1
39) Cc1cc(-c2n[nH]c(=S)n2Cc2ccccc2)cs1

Compound,5,7,26,39
Bim-Bcl-XL,-3,1,-10,-1
Bim-Bcl-2,-3,-3,-4,1
Bim-Bcl-B,1,-4,-3,-8
Rac1 wt GTP bind,?,100,93,102
Cdc42 wt,?,96,93,96
Rab7 wt modul,?,104,95,99
Rac1 act GTP bind,?,96,95,99
Bim-Bcl-W,-6,-3,0,0
Rab2 wt GTP,?,104,95,99
Bfl-1 Bim block,-2,-4,-9,3
HRas wt GTP bind,?,94,94,100
